Source: PubChem
PglD inh – C. jejuni PglD acetyltransferase inhibitors, primary screen, biochemical, DTNB colorimetric, single point; purified PglD enzyme, DTNB colorimetric CoA detection; inhibition, % at 12.5 µM; 360,000 tested, 0.098% active; in the data active means inhibition above about 16%, passing the limit was not always enough; further: strong numbers were not always called active
RAD52 anneal inh – RAD52 DNA annealing inhibitors, primary screen, biochemical, FRET, single point, set 2; DNA repair protein RAD52 homolog (Homo sapiens), P43351; recombinant RAD52 DNA annealing, FRET fluorescence; inhibition, % at 18.7 µM; 360,000 tested, 0.46% active;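 active means every replicate showing at least 50% inhibition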
esBAF inh – Bmi1 luciferase reporter increase in mESCs, primary screen, esBAF inhibitor project, mouse ES cells, Bmi1 luciferase knock-in, single point; 24 h; 100% = twice the neutral-well signal; reporter increase, % at 12.5 µM; AID 602393, 2012; 350,000 tested, 2% active; in the data active means activation above about 40%;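 further: 0% = median of the plate's neutral control wells and 100% = double that signal; a rise in the Bmi1 reporter signal indicates esBAF inhibition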
RAD54 inh – inhibitors of human RAD54 branch migration, primary screen, biochemical, fluorescence, single point; RAD54 Holliday junction branch migration, FAM/BHQ fluorescence; inhibition, % at 10.4 µM; 360,000 tested, 0.14% active; AID 602329, 2012;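 active means mean normalized replicate activity at least 40 and at least half of replicates scoring 40 or more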;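 further: 0% = median of neutral control wells and 100% = median of positive control wells; inhibitors cause a drop in the FAM fluorescence signal; in these data hits start at about 50%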
Target sequence (Q92698 whole entry, looked up): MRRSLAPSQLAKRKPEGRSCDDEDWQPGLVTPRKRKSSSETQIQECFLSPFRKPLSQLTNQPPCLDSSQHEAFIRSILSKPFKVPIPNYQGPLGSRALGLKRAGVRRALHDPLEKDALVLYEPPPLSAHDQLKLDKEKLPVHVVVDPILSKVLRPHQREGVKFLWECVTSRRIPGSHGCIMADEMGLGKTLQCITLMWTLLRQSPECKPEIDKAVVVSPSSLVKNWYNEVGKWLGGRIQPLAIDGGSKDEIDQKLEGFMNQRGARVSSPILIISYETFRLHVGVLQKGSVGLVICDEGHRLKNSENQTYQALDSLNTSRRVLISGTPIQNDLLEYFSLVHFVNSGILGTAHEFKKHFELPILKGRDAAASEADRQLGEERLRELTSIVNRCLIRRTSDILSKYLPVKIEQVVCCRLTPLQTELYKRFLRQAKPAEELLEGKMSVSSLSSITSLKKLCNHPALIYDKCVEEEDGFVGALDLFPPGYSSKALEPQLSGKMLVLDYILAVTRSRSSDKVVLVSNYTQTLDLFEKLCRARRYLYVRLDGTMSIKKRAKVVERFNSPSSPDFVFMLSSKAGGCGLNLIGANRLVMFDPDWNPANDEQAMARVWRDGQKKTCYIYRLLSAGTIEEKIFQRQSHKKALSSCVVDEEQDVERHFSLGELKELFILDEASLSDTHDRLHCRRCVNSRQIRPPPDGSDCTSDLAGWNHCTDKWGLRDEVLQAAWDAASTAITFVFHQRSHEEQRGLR
E-sel inducer – E-selectin induction in HUVECs, primary screen, imaging, HUVEC, immunofluorescence imaging, single point | P16581 | normalized: neutral wells 0, TNF-alpha wells 100 | activation, % at 7.58 µM | 260,000 tested, 0.37% active;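 active means mean E-selectin-positive cell signal at least 10% of the positive control, reached in at least 60% of replicates, without over 20% cell loss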;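 further: in these data hits start at about 27%; measured in HUVEC primary endothelial cells; signal is the percent of cells scored E-selectin positive by PE staining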
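System: HUVEC / Compound: single concentration / Signal: immunofluorescence imaging / Read-out: percent E-selectin-positive cells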
CASP6 VEID inh – human caspase-6 inhibitors, primary screen, biochemical, VEID-R110 fluorescence, single point, set 2 | purified caspase-6, Z-VEID-R110 cleavage fluorescence | 350,000 tested, 0.53% active | P55212 | inhibition, % at 12.5 µM;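 active means mean inhibition across replicates at least about 35%, with every replicate also reaching that limit, limit read from the data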;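 further: 0% = median of neutral control wells and 100% = no fluorescence left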
Target sequence (P55212 24-179 limits assumed): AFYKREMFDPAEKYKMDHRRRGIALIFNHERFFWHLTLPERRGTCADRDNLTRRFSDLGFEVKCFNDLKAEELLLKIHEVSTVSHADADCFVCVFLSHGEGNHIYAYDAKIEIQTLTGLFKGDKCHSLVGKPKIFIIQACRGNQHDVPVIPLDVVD
Target sequence (P55212 194-293 limits assumed): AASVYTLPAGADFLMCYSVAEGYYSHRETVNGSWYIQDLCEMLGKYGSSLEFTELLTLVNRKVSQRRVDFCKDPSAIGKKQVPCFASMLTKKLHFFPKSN
ARNT-TACC3 inh – disruptors of ARNT/TACC3 protein interaction, primary screen, biochemical, AlphaScreen, single concentration; AlphaScreen His-ARNT PAS-B/GST-TACC3 binding, luminescence; TACC3 fragment carries E629A point mutation; Transforming acidic coiled-coil-containing protein 3 (Homo sapiens), Q9Y6A5; 390,000 tested, 0.66% active; inhibition, % at 9.99 µM;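 active means mean inhibition of replicates at least 50% and at least half of replicates each reaching 50%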;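 further: 0% = complete ARNT plus TACC3 wells and 100% = ARNT alone without TACC3; many hits fall short of the cut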
ERp5 inh – inhibitors of ERp5-driven insulin aggregation, primary screen, biochemical, turbidity, absorbance 650 nm, single point. Protein disulfide-isomerase A6 (Homo sapiens), Q15084. 90 min. inhibition, % at 9.99 µM. 350,000 tested, 0.05% active;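 active means mean replicate inhibition above about 25%, with every replicate also reaching it, limit read from the data, passing the limit was not always enough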
An asterisk follows results filed as active; x = no result given; & = joins results of further samples.

Field names – A = PglD inh; B = RAD52 anneal inh; C = esBAF inh; D = RAD54 inh; E = E-sel inducer; F = CASP6 VEID inh; G = ARNT-TACC3 inh; H = ERp5 inh
[1] CC(=O)Nc1ccc(NC(=S)NC(=O)/C=C/c2ccccc2)cc1
  A: x	B: -1	C: -2	D: x	E: x	F: 0	G: x	H: -2
[2] N#Cc1c(NC(=O)CSc2nc3ccccc3c(=O)n2Cc2ccco2)sc2c1CCCC2
  A: 2	B: x	C: -9	D: 6	E: x	F: x	G: 1	H: x
[3] COc1cc(OC)cc(C(=O)OCC(=O)NC(c2ccccc2)c2ccccc2)c1
  A: -4	B: -9	C: -1	D: 10	E: -0.4	F: -3	G: -1	H: -9
[4] O=C(C[C@H]1CC[C@H]2[C@@H](COC[C@H](O)CN2CCC(F)(F)F)O1)N1CCC(Cc2ccccc2)CC1
  A: 0	B: 1	C: -1	D: -4	E: 0.0	F: 0	G: -5	H: -4
[5] CC(C)CC1C(=O)N(Cc2cn(CC3CCCCC3)nn2)CCS(=O)(=O)N1Cc1ccc(-c2cccc(C#N)c2)cc1 (centres undefined)
  A: -2	B: -10	C: 2	D: 10	E: 0.3	F: -4	G: x	H: -3
[6] COC(=O)c1cccc(NC(=O)CSc2nc(O)c(-c3ccccc3)c(=O)[nH]2)c1
  A: x	B: -1	C: -1	D: x	E: 0.5	F: 16	G: 4	H: 3
[7] COc1ccc(OC)c(NC(=O)COC(=O)Cc2ccc(Br)cc2)c1
  A: x	B: -7	C: x	D: x	E: x	F: 1	G: -8	H: 2
[8] COc1ccc(OC(C)c2ccc(C#N)c(=O)[nH]2)cc1 (centres undefined)
  A: x	B: -14	C: -7	D: x	E: x	F: 3	G: 0	H: 2
[9] CC(C)NC(=O)Nc1ccc2c(c1)C(=O)N(C)[C@H]1CC[C@H](CC(=O)Nc3ccc(F)cc3)O[C@@H]1CO2
  A: -3	B: 1	C: -5	D: 3	E: 0.0	F: -2	G: 5	H: 4
[10] COC(=O)C[C@@H]1CC[C@@H]2[C@H](COc3ccc(NS(C)(=O)=O)cc3C(=O)N2C)O1
  A: -1	B: x	C: -6	D: -7	E: 0.1	F: x	G: 1	H: x
[11] O=C(COc1cccnc1[N+](=O)[O-])Nc1ccc(F)cc1
  A: x	B: -9	C: x	D: x	E: 1.4	F: 0	G: -14	H: 1
[12] CC(C)(C)C(=O)Nc1ccc(C(=O)Nc2cccc(Oc3ccc(C(=O)O)c(C(=O)O)c3)c2)cc1
  A: 1	B: -13	C: -8	D: -4	E: 0.0	F: 19	G: -12	H: 3
[13] COC(=O)c1sccc1NC(=O)c1cnc2cc(C)nn2c1C
  A: x	B: 6	C: x	D: x	E: x	F: -1	G: 0	H: -11
[14] CN(C)C(=O)c1cccc(-c2ccc([C@@H]3[C@@H](CO)N4CCCCN(S(C)(=O)=O)C[C@@H]34)cc2)c1
  A: 8	B: -4	C: -4	D: 0	E: -0.1	F: -1	G: -12	H: 2
[15] C=CCN1C(=O)C(CC(=O)Nc2ccc(C)cc2)SC1=Nc1c(C)n(C)n(-c2ccccc2)c1=O (centres undefined)
  A: x	B: -8	C: x	D: x	E: x	F: 2	G: 7	H: -2
[16] COc1ccc(-c2csc(N3CCN(c4cc(C)nc5ccccc45)CC3)n2)cc1OC
  A: -5	B: 1	C: -2	D: -3	E: 0.6	F: 0	G: 31	H: 15
[17] CCc1nnc(NS(=O)(=O)c2ccc(NC(=O)c3cccc(Br)c3)cc2)s1
  A: -1	B: -1	C: -2	D: 6	E: x	F: 6	G: -5	H: 0
[18] C[C@@H]1CN([C@H](C)CO)C(=O)c2cccc(NC(=O)Nc3ccc4c(c3)OCO4)c2O[C@@H]1CN(C)Cc1ccc(-c2ccccc2)cc1
  A: 3	B: 51	C: -5	D: -7	E: -3.3	F: 0	G: 17	H: 2
[19] COc1ccc(OC)c(CN2CCSCC2)c1
  A: -5	B: -4	C: -2	D: 2	E: x	F: -3	G: 0	H: 1
[20] CNC[C@H]1Oc2c(NS(=O)(=O)c3ccc(Cl)cc3)cccc2C(=O)N([C@H](C)CO)C[C@@H]1C
  A: 0	B: -3	C: 0	D: 3	E: -0.1	F: 0	G: -4	H: -2

Entries of single compounds, looked up by structure. Screens in order: PglD inh	RAD52 anneal inh	esBAF inh	RAD54 inh	E-sel inducer	CASP6 VEID inh	ARNT-TACC3 inh	ERp5 inh
`COC(=O)c1sccc1NC(=O)c1cnc2cc(C)nn2c1C` is entered as x	6	x	x	x	-1	0	-11
`CC(C)CC1C(=O)N(Cc2cn(CC3CCCCC3)nn2)CCS(=O)(=O)N1Cc1ccc(-c2cccc(C#N)c2)cc1` (centres undefined) is entered as -2	-10	2	10	0.3	-4	x	-3
`COC(=O)C[C@@H]1CC[C@@H]2[C@H](COc3ccc(NS(C)(=O)=O)cc3C(=O)N2C)O1` is entered as -1	x	-6	-7	0.1	x	1	x

(list continues)
Field names – A = PglD inh; B = RAD52 anneal inh; C = esBAF inh; D = RAD54 inh; E = E-sel inducer; F = CASP6 VEID inh; G = ARNT-TACC3 inh; H = ERp5 inh
[21] CCCNC(=O)C1(C)CCCN(C(=O)c2ccc3ccccc3c2)C1 (centres undefined)
  A: 2	B: 5	C: 4	D: 13	E: 0.5	F: -1	G: x	H: 1
[22] C/C=C/c1ccc2c(c1)O[C@@H](CN(C)C(=O)NC(C)C)[C@@H](C)CN([C@H](C)CO)S2(=O)=O
  A: 1	B: 3	C: -3	D: 6	E: 0.2	F: -2	G: -5	H: 7
[23] COc1ccc2cc(/C(C)=N/NC(=O)C3CC3)ccc2c1
  A: x	B: 0	C: x	D: x	E: 2.6	F: 3	G: -1	H: 1
[24] Cc1onc(-c2ccccc2Cl)c1C(=O)Nc1nnc(-c2ccc(Br)cc2)s1
  A: 10	B: -11	C: -2	D: -1	E: x	F: -4	G: 4	H: -6
[25] COc1ccc(Cn2c(O)c(/C=N/NC(=O)c3cccnc3)c3ccccc3c2=O)cc1
  A: x	B: -3	C: x	D: x	E: -1.5	F: 34	G: 10	H: 8
[26] C[C@@H]1CN([C@H](C)CO)S(=O)(=O)c2ccc(-c3cccnc3)cc2O[C@@H]1CN(C)C(=O)CN(C)C
  A: -2	B: -12	C: 1	D: -4	E: 0.4	F: 5	G: -4	H: -4
[27] CCCNC(=O)C1(C)CCN(C(=O)C(c2ccccc2)c2ccccc2)C1 (centres undefined)
  A: -1	B: -13	C: -6	D: -8	E: 0.7	F: 0	G: x	H: -7
[28] CCCNC(=O)Nc1ccc2c(c1)OC[C@H](C)N(C(=O)c1ccccc1F)C[C@@H](C)[C@@H](OC)CN(C)C2=O
  A: -1	B: -4	C: -15	D: -6	E: 0.0	F: 0	G: 53*	H: 0
[29] CN1c2ccc(C3=CCCCC3)cc2[C@@H]2[C@@H](CCN2C(=O)c2ccccc2F)[C@@H]1CO
  A: 3	B: x	C: 7	D: -4	E: -0.2	F: x	G: 7	H: x
[30] CN(C)c1ccc2c(c1)[C@H]1C[C@@H](CC(=O)NCc3ccccn3)O[C@@H](CO)[C@H]1O2
  A: -4	B: -58	C: 4	D: -11	E: 0.2	F: 9	G: 8	H: -2
[31] CCOCCCn1c(=NC(=O)c2cccnc2)c(C(=O)OCC)cc2c(=O)n3ccccc3nc21
  A: 2	B: -8	C: -2	D: 0	E: -0.1	F: -2	G: 7&-2	H: 5
[32] CC(=O)NCCc1c[nH]c2ccc(O)cc12
  A: -2	B: -3	C: -1	D: 0	E: 0.5	F: 6	G: 0	H: -6
[33] CCOc1cccc(C=Nc2cc(C)cc(C)c2O)c1O
  A: 0	B: -15	C: 5	D: 5	E: x	F: -2	G: 6	H: -7
[34] COc1ccc(S(=O)(=O)N(C)C[C@H]2Oc3ccc(NS(C)(=O)=O)cc3CC(=O)N([C@H](C)CO)C[C@H]2C)cc1
  A: 1	B: 7	C: -1	D: 1	E: x	F: -1	G: 10	H: -6
[35] Cn1cccc1C(=O)NCc1ccc(S(N)(=O)=O)cc1
  A: -3	B: -8	C: -2	D: -8	E: x	F: 1	G: 9	H: 0
[36] O=C(COC(=O)COc1cccc(C(F)(F)F)c1)NC(=O)NC1CCCCC1
  A: -3	B: 1	C: 6	D: -3	E: x	F: -1	G: -11	H: 2
[37] Clc1cccc(Cl)c1CSc1nnc(-c2ccncc2)s1
  A: x	B: -1	C: 35	D: x	E: 0.2	F: -3	G: -2	H: 0
[38] COc1ccc(CCNC(=O)CCS(=O)(=O)c2ccc3nc(C)sc3c2)cc1OC
  A: -1	B: -12	C: -2	D: -16	E: -0.1	F: 1	G: -1	H: 1
[39] CS(=O)(=O)N(CC(=O)N1CCCCCC1)c1cccc(Cl)c1Cl
  A: -2	B: -29	C: -7	D: 8	E: 1.2	F: -4	G: -5	H: 1
[40] COc1ccc(CNC(=O)c2cc(-c3ccncc3)nc3c(C)cc(C)cc23)cc1OC
  A: x	B: -35	C: x	D: x	E: x	F: -1	G: 5	H: -5
[41] CO[C@@H]1CN(C)C(=O)c2cc(NC(=O)C3CCCC3)ccc2OC[C@H](C)N(C(C)=O)C[C@H]1C
  A: 1	B: x	C: 1	D: -1	E: -0.1	F: x	G: -12	H: x
[42] C[C@@H]1CCCCO[C@@H](CN(C)C(=O)Nc2ccc(C(F)(F)F)cc2)[C@H](C)CN([C@H](C)CO)C(=O)c2cc(NC(=O)c3ccncc3)ccc2O1
  A: 2	B: -30	C: 2	D: 7	E: 0.1	F: 2	G: -4	H: -5
[43] COc1ccc(COC(=O)CN2C(=O)NC3(CCCC3)C2=O)cc1F
  A: 0	B: -1	C: 5	D: -4	E: x	F: 2	G: -1	H: 0
[44] C[C@@H]1CCCCO[C@H](CN(C)Cc2ccc(C(=O)O)cc2)[C@H](C)CN([C@H](C)CO)C(=O)c2cc(NC(=O)Nc3ccc(C(F)(F)F)cc3)ccc2O1
  A: -3	B: 5	C: -5	D: 3	E: -0.1	F: -1	G: 3	H: 5
[45] C/C(=N\NC(=O)c1ccc(Cl)c(Cl)c1)c1cccc(NC(=O)C(C)C)c1
  A: -3	B: x	C: -5	D: -1	E: x	F: x	G: -4	H: x
[46] COCCNC(=O)C(c1ccc(C)cc1)N(Cc1ccccc1)C(=O)CCC(=O)Nc1ccccn1 (centres undefined)
  A: 1	B: -4	C: -7	D: 1	E: 0.5	F: 0	G: 6	H: -7
[47] CCn1cc(/C=C(\NC(=O)c2ccc(C)cc2)C(=O)NCCCN2CCOCC2)c2ccccc21
  A: 8	B: -12	C: -1	D: -21	E: x	F: x	G: 3	H: -14
[48] CC1(C)OC(=O)N(NCc2ccccc2)C1(C)O (centres undefined)
  A: 1	B: -6	C: -1	D: 9	E: 1.3	F: -1	G: -5	H: 1
[49] O=C(O)c1cc(Cl)c(Cl)cc1C(=O)Nc1cccc2ncccc12
  A: 10	B: -6	C: x	D: 2	E: -1.7	F: 10	G: 10	H: 2
[50] C[C@@H]1CN([C@H](C)CO)C(=O)c2cccc(NS(=O)(=O)c3ccc(Cl)cc3)c2O[C@H]1CN(C)S(=O)(=O)c1ccccc1
  A: 9	B: -6	C: -4	D: 2	E: 0.3	F: x	G: 0	H: 1
[51] Cc1noc(C)c1S(=O)(=O)N(C)C[C@@H]1OCCCC[C@@H](C)Oc2ccc(NC(=O)C3CCCCC3)cc2C(=O)N([C@H](C)CO)C[C@H]1C
  A: 1	B: -18	C: 5	D: -4	E: 0.2	F: 2	G: -2	H: -11
